GBA enhancer – enhancers of human beta-glucosidase activity in Gaucher fibroblasts. 30,000 compounds, 0.44% hits. L444P Gaucher fibroblasts, 4-MU-glucoside fluorescence, 3 days. activation, % at 10 µM; in the data active = activation above about 65%;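 also: 0% = vehicle wells and 100% = positive control wells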
* marks the source's active call; other numbers are inactive results. These rows are one share of the data (hit frequency here may not be typical).

CCN1CCN(c2ncnc3ccc(Br)cc23)CC1 was read as GBA enhancer 1.3.
`CC(=NCCO)c1c(O)n(C2CCCCC2)c(=O)[nH]c1=O` gave GBA enhancer 1.8.
`COc1cc2c(cc1OC)-c1c(OC)c(OC)cc3c1C(C2)N(C)CC3` (stereo unspecified) gave GBA enhancer -20.9.
For N=c1sc2c(n1Cc1ccccc1)CCCC2 the results were GBA enhancer -8.0.
Cc1nonc1-c1nc(-c2nonc2N)n[nH]1 was read as GBA enhancer 7.4.
NC(=O)C1(N2CCCCC2)CCN(Cc2ccccc2)CC1 was read as GBA enhancer 5.0.
`CC1(C)C(C(=O)NCc2ccco2)C1(C)C` gave GBA enhancer -5.3.
For COc1ccccc1N1CCN(Cc2cccc(OC)c2O)CC1 the results were GBA enhancer 1.9.
For COP(=S)(OC)SCN1C(=O)c2ccccc2C1=O the results were GBA enhancer -11.1.
`COc1ccc(OCC(=O)N2CCN(CC3CC4C=CC3C4)CC2)cc1` (stereo unspecified) gave GBA enhancer -0.6.
For CCC(=Nc1ccc(OC)cc1OC)c1c(O)[nH]c(=O)[nH]c1=O the results were GBA enhancer -15.6.
O=C(COc1ccccc1)N1CCN(C2CCCC2)CC1 was read as GBA enhancer 2.1.
Screening CCC(=NCCCN(CC)CC)c1c(O)n(C2CCCCC2)c(=O)[nH]c1=O returned GBA enhancer 15.8.
For CC12CC(c3ccccc3O1)C(C(=O)OCc1ccccc1)C(=O)N2 (stereo unspecified) the results were GBA enhancer -4.6.

As a working copy, five of the compounds above.
CCN1CCN(c2ncnc3ccc(Br)cc23)CC1 was read as GBA enhancer 1.3.
`CC(=NCCO)c1c(O)n(C2CCCCC2)c(=O)[nH]c1=O` gave GBA enhancer 1.8.
`COc1cc2c(cc1OC)-c1c(OC)c(OC)cc3c1C(C2)N(C)CC3` (stereo unspecified) gave GBA enhancer -20.9.
For N=c1sc2c(n1Cc1ccccc1)CCCC2 the results were GBA enhancer -8.0.
Cc1nonc1-c1nc(-c2nonc2N)n[nH]1 was read as GBA enhancer 7.4.

Looked up by compound from above:
`CC(=NCCO)c1c(O)n(C2CCCCC2)c(=O)[nH]c1=O` gave GBA enhancer 1.8.
For N=c1sc2c(n1Cc1ccccc1)CCCC2 the results were GBA enhancer -8.0.
